PP5 primary: inhibitors of human protein phosphatase 5 (PP5). inhibition, % at 6.7 µM. P53041. AID 1987. purified PP5c, OMFP substrate fluorescence. hit rate 0.18% among 320,000;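 active means inhibition above the campaign's mean inhibition across all tested compounds plus 3 SD, cut at about 9.5% in these data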;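 further: 0% = DMSO only and 100% = 100 µM cantharidin control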
GASC-1 inh: blocks human GASC-1 demethylase activity. GST-JMJD2C(1-420) H3K9me3 demethylation, DELFIA europium. Q9H3R0. AID 2099. inhibition, % at 2.35 µM. hit rate 0.069% among 330,000;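 active means more than half of a compound's replicate wells show inhibition beyond 50%, single wells judged on their own value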;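 further: signal counts dimethyl H3K9 product captured on neutravidin plate; 0% = median of DMSO wells and 100% = 0.3 times that DMSO median; strong numbers were not always called active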
Target sequence (Q9H3R0 1-420 limits assumed): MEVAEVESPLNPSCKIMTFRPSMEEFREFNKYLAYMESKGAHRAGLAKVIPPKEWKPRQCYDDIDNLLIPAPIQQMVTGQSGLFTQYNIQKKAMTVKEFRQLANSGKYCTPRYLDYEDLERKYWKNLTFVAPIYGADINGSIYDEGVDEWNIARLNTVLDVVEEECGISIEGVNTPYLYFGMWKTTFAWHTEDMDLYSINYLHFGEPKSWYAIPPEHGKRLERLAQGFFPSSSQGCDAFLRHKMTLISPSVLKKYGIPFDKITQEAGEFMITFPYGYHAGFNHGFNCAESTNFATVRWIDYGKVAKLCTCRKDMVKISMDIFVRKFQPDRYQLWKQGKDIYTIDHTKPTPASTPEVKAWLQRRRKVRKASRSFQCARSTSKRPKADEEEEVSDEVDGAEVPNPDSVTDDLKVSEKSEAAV
EBNA-1 inhibitor: blocks EBNA-1 binding to DNA | EBNA-1 DNA binding, fluorescence polarization | inhibition, % at 14.8 µM | hit rate 0.34% among 300,000 | AID 1950; in the data active means inhibition above about 28%
CTSL1 counter: cathepsin L1 inhibition, PFM18AAP counter-screen; inhibition, % at 5.96 µM; AID 1906; recombinant F. hepatica cathepsin L1, Z-Leu-Arg-MCA fluorescence; hit rate 0.49% among 300,000;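 active means inhibition above the mean of all tested compounds plus 3 SD, set per screening campaign, cut at about 17% in these data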;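 further: 0% = plate median of test compound wells and 100% = 1 µM Z-Phe-Ala-diazomethylketone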
TPT1 inh: C. albicans TPT1 enzyme inhibition; recombinant caTPT1, FP RNA substrate dephosphorylation; inhibition, % at 5 µM; hit rate 0.81% among 300,000; AID 1962;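 active means inhibition above the mean of all tested compounds plus 3 SD, set per screening campaign, cut at about 24% in these data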;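 further: plate controls were DMSO alone for no effect and ferristatin control at 100 nM for full effect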
ZTA DNA inh: blocks Epstein-Barr virus ZTA, an EBNA-1 counter-screen | P03206 | ZTA-DNA binding, fluorescence polarization | inhibition, % at 11 µM | hit rate 0.15% among 320,000 | AID 2234; in the data active means inhibition above about 33%
Target sequence (P03206 whole entry, looked up): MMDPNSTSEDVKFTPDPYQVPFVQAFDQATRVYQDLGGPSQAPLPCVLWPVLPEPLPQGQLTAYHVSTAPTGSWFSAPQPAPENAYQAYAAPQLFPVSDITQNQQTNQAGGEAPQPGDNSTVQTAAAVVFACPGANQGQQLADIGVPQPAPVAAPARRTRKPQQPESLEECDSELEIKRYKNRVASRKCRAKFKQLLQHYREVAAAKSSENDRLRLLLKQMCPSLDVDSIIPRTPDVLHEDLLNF
CR mimetic SO: caloric restriction mimetics inhibiting age-related superoxide in yeast | S. cerevisiae aged cells, superoxide DHE fluorescence; hits give low values | superoxide response (% of plate mean), % at 10 µM | hit rate 0.18% among 330,000;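 active means superoxide response under a set limit, about three screen SD below normal, cut at about 65% in these data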;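 further: yeast aged for seven days with compound at 30 °C before DHE staining; 100% = average MFI of all compound-treated wells on the plate with controls excluded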
PP1 counter: PP1-alpha (human) inhibition in PP5 counter-screen; P62136; purified PP1alpha, OMFP fluorescence; inhibition, % at 6.7 µM; hit rate 0.9% among 320,000; AID 2235;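 active means inhibition above the mean inhibition of all tested compounds plus 3 SD, computed separately for each screening campaign, cut at about 15% in these data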
Target sequence (P62136 whole entry, looked up): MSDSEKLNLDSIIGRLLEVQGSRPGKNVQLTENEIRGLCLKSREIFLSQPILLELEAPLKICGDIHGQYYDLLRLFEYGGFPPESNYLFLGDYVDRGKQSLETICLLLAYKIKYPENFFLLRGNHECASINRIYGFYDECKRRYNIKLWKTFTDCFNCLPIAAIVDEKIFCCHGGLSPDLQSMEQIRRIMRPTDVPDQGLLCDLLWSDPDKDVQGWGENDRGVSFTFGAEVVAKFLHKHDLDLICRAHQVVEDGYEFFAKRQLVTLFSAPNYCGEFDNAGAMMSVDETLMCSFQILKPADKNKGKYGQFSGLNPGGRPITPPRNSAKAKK
HCV core dimer: HCV core protein dimerization inhibition. AID 1899. inhibition, % at 5 µM. TR-FRET GST/Flag-core106 dimerization, 1536-well. hit rate 0.33% among 300,000;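 active means inhibition above the mean of all tested compounds plus 3 SD, set per screening campaign, cut at about 45% in these data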
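Assay system: Tagged HCV core106 pair (GST and Flag) | Buffer or medium: KF-containing HEPES buffer, pH 7.45, DTT, CHAPS, BSA | Also added: Eu donor and XL665 acceptor anti-tag antibodies | Dosing: One concentration, 5 µM, in 0.5% DMSO | Timing: 4 h at 22.5 °C | Technique: TR-FRET 671 and 617 nm emission | Repeats: Singlicate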
Starred values were filed as active, the others as inactive; · = no result given; & = joins results of further samples.

SMILES	PP5 primary	GASC-1 inh	EBNA-1 inhibitor	CTSL1 counter	TPT1 inh	ZTA DNA inh	CR mimetic SO	PP1 counter	HCV core dimer
COC(=O)c1c(NC(=O)CSc2n[nH]c(N)n2)sc(C)c1C	3.5	-23	-8	-2	-4	-16	94	4	-1
CC(Oc1ccc(Cl)cc1)C(=O)NCCCn1ccnc1 (centres undefined)	1.3	8	-2	-2	0	-10	103	-4	0
CC(=O)NN(O)C1N(C)C(=O)N(Cc2ccccc2)C1(C)C (centres undefined)	0.9	-3	4	-3	0	-17	97	-3	0
CSc1n[nH]c(NCc2ccccc2)n1	3.9	3	-2	-1	-4	0	109	-2	-13
CN1CCN(C(=O)CN(CCc2ccccc2)S(C)(=O)=O)CC1	2.9	7	-2	-2	1	2	92	-2	1
O=C(c1ccc2c(=O)n3c(nc2c1)CCCCC3)N1CCN(c2ccc(Cl)cc2)CC1	1.0	-16	3	0	-2	-2	111	-4	6
COC(=O)c1ccc(CNC(=O)CSC(C)C(=O)Nc2cc(C)on2)cc1 (centres undefined)	0.2	·	·	·	·	-10	87	-1	·
CCCn1c(N)c(C(=O)COC(=O)CCS(=O)(=O)c2ccc(C)cc2)c(=O)[nH]c1=O	3.4	-2	-8	-62	3	-8	119	0	-3
Cn1cccc1Cc1nnc(SCC(=O)Nc2cccc(Cl)c2)n1-c1ccc(F)cc1	2.3	-3	-2	1	2	-4	104	1	5
Cc1ccc(Sc2ccncc2S(N)(=O)=O)cc1	1.3	0	1	-2	0	-14	110	2	-7
Cc1ccc(C)c(OCC(O)CN2CCC(CN3C(=O)c4cccc5cccc(c45)C3=O)CC2)c1 (centres undefined)	-1.0	-3	5	0	-2	13	107	2	7
CCc1ccc(N(C(C)=O)c2nc(CCl)cs2)cc1	1.1	-20	5	1	-3	2	91	-1	-1
CCCCCn1c(=S)[nH]c2ncccc2c1=O	-0.3	21	1	0	-4	-30	91	-2	-3
COc1cc(/C=N/NS(=O)(=O)c2ccccc2)c(OC)c(OC)c1	1.3	-16	-26	2	24	-9	87	1	-6
COC(=O)c1cc(NC(=O)C23CCC(C)(C(=O)O2)C3(C)C)cc(C(=O)OC)c1 (centres undefined)	-0.2	2	9	-5	-3	15	97	-2	0
CCOc1ccc(NC(=S)N2CCC(NC(=O)c3ccccc3)CC2)cc1	-1.5	-8	8	6	0	-8	104	-5	12
Cc1c(C(=O)N2CCOCC2)oc2c1C(=O)CC(C)(C)C2	0.5	13	-4	-4	0	22	97	-2	-2
COc1ccc(-c2cc(C(=O)Nc3cc(C)on3)no2)cc1	-0.7	7	9	0	-3	-15	115	2	1
O=C(Nc1ccc2[nH]ncc2c1)c1cccc(F)c1	1.5	-2	-11	2	-4	-4	108	-1	2
CCC(c1nnnn1Cc1ccco1)N(Cc1cc2cc(OC)ccc2[nH]c1=O)C1CCCCC1 (centres undefined)	1.3	3&-30	10	11	38*	2	92	8	53*

A draw from above in order of SMILES length, largest number first:
SMILES	PP5 primary	GASC-1 inh	EBNA-1 inhibitor	CTSL1 counter	TPT1 inh	ZTA DNA inh	CR mimetic SO	PP1 counter	HCV core dimer
COC(=O)c1c(NC(=O)CSc2n[nH]c(N)n2)sc(C)c1C	3.5	-23	-8	-2	-4	-16	94	4	-1
CC(=O)NN(O)C1N(C)C(=O)N(Cc2ccccc2)C1(C)C (centres undefined)	0.9	-3	4	-3	0	-17	97	-3	0
COc1ccc(-c2cc(C(=O)Nc3cc(C)on3)no2)cc1	-0.7	7	9	0	-3	-15	115	2	1

Other results follow:
SMILES	PP5 primary	GASC-1 inh	EBNA-1 inhibitor	CTSL1 counter	TPT1 inh	ZTA DNA inh	CR mimetic SO	PP1 counter	HCV core dimer
O=C(CNCc1cccs1)NC12CC3CC(CC(C3)C1)C2	2.0	11	12	0	-2	-10	105	3	-3
Cc1ccc(C)c(CN2CCCN(Cc3cc(C)ccc3C)S2(=O)=O)c1	1.6	10	-2	3	-1	2	96	-3	10
CC1CCCC(NC(=O)COC(=O)c2sc3ccccc3c2Cl)C1C (centres undefined)	-0.8	-2	-16	-4	-3	-30	95	-3	-4
Cc1cc2c(=O)n(Cc3ccco3)c(SCC(=O)c3ccc(Cl)s3)nc2s1	3.0	0	3	0	2	2	112	-2	10
COc1ccc(S(=O)(=O)N2CCOCC2)cc1C(=O)Nc1ccc2c(c1)OCO2	1.3	0	6	-1	0	18	98	-1	-4
CC(NC(=O)CNC(=O)C1O[C@@H]2OC(C)(C)O[C@@H]2[C@H]2OC(C)(C)O[C@@H]12)C(=O)O (some centres undefined)	-0.9	5	-8	-4	2	8	102	-2	4
CCn1c2ccccc2c2cc(NC(=O)CSc3nnc(-c4cccc(Cl)c4)o3)ccc21	1.1	-5	16	5	0	8	103	-2	24
Cc1ccc(C2C=NN(c3ccccc3)C2=O)cc1 (centres undefined)	2.2	-5	-5	-2	1	-5	116	-1	-23
Cc1ccccc1-n1c(=O)cc(N2CCc3ccccc3C2)[nH]c1=O	4.0	24	-7	0	3	-15	97	-3	-3
O=C1c2ccccc2C(=O)N1CN(C(=O)COc1ccccc1)c1ccc(F)cc1	1.7	-2	0	-4	0	-12	103	-4	2
Cc1ccc(S(=O)(=O)N2[C@@H](c3ccc(Cl)cc3)C(C(=O)O)=CC[C@H]2c2ccc(Cl)c(Cl)c2)cc1	3.4	15	6	2	-3	8	105	21*	9
CCOC(=O)N/N=C1\CCS(=O)(=O)c2ccc(Cl)cc21	-0.1	5	-8	-8	1	-4	104	-8	4
COc1ccc(-n2c(SCC(=O)C(C)(C)C)nc3ccsc3c2=O)cc1	1.1	2	6	7	-1	0	86	-1	6
NS(=O)(=O)c1ccc(CNC(=O)/C=C/c2ccc(S(=O)(=O)N3CCOCC3)cc2)cc1	-0.8	10	-1	8	0	-7	85	-2	1
COc1ccc(/C=C/C(=O)Nc2ccc(S(=O)(=O)Nc3cc(C)nc(C)n3)cc2)cc1OC	0.5	-5	16	9	-1	0	98	0	-7
COCCn1c(-c2ccc(C#N)cc2)nc2c1c(=O)[nH]c(=O)n2Cc1ccccc1	0.8	11	-6	-2	-3	-21	110	-2	0
O=C1CC[C@@H](O)CCN1CC[C@H](Sc1ccc(Br)cc1)c1ccccc1	1.9	5	·	·	·	-9	107	-3	·
O=[N+]([O-])c1cccc(S(=O)(=O)Nc2ccc(S(=O)(=O)N3CCCC3)cc2)c1	0.0	5	4	0	1	6	107	-2	-6
CC(C)CC(C)NC(=O)c1ccc(C(F)(F)F)cc1 (centres undefined)	-0.1	4	-3	-1	-2	2	101	-2	-9
CC1CC(C)CN(CCOCCSc2ccccc2)C1 (centres undefined)	0.5	-2	-8	-1	-2	-18	94	3	-11
Cc1cc(/C=N/Nc2nc(N)ncc2[N+](=O)[O-])c(C)n1-c1cccc(C(F)(F)F)c1	1.1	7	8	-2	-4	-4	95	5	-5
CCCCNc1ccc(C(CC(N)=O)NC(=O)Cc2ccc(Br)cc2)cc1[N+](=O)[O-] (centres undefined)	1.1	-4	7	3	22	-7	99	6	25
O=C(Nc1cc(Cl)cc(Cl)c1)N1CCN(C(=O)C2CCCO2)CC1 (centres undefined)	0.3	33	-11	1	2	0	93	0	-11
CCSc1nnc(NC(=O)CSc2nc(C)cc(C)n2)s1	0.3	10	-1	-4	0	2	107	-3	-1
Cc1ccc(-n2c(Cc3cccn3C)nnc2SCC(=O)N2CCc3ccccc32)cc1	2.5	29	0	2	3	4	118	3	4
Cc1cc(OCC(=O)N(C)C2CCCCC2)cc(C)c1Cl	4.8	-5	-12	6	-2	-12	56*	2	2
CCN1CCN(c2ccc(S(=O)(=O)N3CCCCC3)cc2NC(=O)c2cccc(C)c2)CC1	2.7	8	1	0	-1	12	120	4	-3
CCOC(=O)/C(C#N)=N/Nc1ccccc1C#N	-1.9	-26	-12	2	1	-5	114	-4	-6
Cc1ccc(-c2csc(N(C)C(=O)c3c(C)nn(-c4ccccc4)c3Cl)n2)cc1	-0.8	0	-9	-3	-4	-5	89	4	3
COCCN1C2=C(COC(C)(C)C2)C(=S)NC1c1ccccc1 (centres undefined)	2.3	14	-11	-4	0	-29	84	-2	2
O=C(Nc1ccc(NC(=O)c2ccco2)cc1)c1ccc2c(c1)OCCO2	0.6	-8	7	1	-4	9	99	0	-1
Cn1c(SCC(=O)c2ccc3c(c2)Cc2ccccc2-3)nnc1-c1ccccc1	3.2	-4	0	1	-2	6	109	26*	25
COC(=O)c1ccc(COc2ccccc2/C=C(\C#N)C(=O)Nc2c(C)cc(C)cc2C)cc1	2.8	-3	3	1	1	-3	93	4	18
O=c1/c(=C/c2ccc([N+](=O)[O-])cc2)sc2n1CCCN=2	2.8	0	-9	0	0	4	91	3	2
C[C@H]1COC2=C1C(=O)C(=O)c1c2ccc2c1CCCC2(C)C	5.8	·	-5	14	-1	-1	135	3	3
O=C(Cc1csc(NC(=O)Nc2ccc(Cl)cc2)n1)NC1CCCC1	3.9	-2	-4	-4	0	-6	102	24*	-6
CC1(C)NC(=O)N(CCCOc2ccccc2Br)C1=O	2.8	165	1	0	0	1	104	-6	-4
Cc1ccc(N(CCC(=O)Nc2nnc(C3CC3)s2)S(=O)(=O)c2ccccc2)cc1	3.8	-9	-10	-2	-1	-2	90	-3	0
Cc1cccc(N2CCN(S(=O)(=O)c3ccc4c(c3)CCN4C(=O)CCC(=O)O)CC2C)c1 (centres undefined)	1.8	-15	-11	2	1	1	106	14	7
CCCCc1ccc(NC(=S)N2CCN(C(=O)OCC)CC2)cc1	2.2	13	0	-2	-2	-8	94	1	-4
Cc1ccc(CNC(=O)C2CCN(S(=O)(=O)c3ccc4c(c3)OCCCO4)CC2)cc1	1.9	4	-1	-2	0	-7	97	-1	-1
Cc1ccc(S(=O)(=O)Nc2cc3c(C(=O)Nc4ccccc4)c(C)oc3c3ccccc23)cc1	2.9	17	-2	-2	-3	-3	105	6	50*
Cc1ccnc(NC(=O)CNC(=O)c2ccccc2Br)c1	1.0	-4	9	0	-1	1	88	-1	-4
COc1cc(OC)cc(C(=O)Nc2c(F)cccc2F)c1	1.3	-9	-1	2	-4	4	104	3	6
Clc1ccc(Cn2ncc3c(NCCN4CCOCC4)ncnc32)cc1	2.6	-7	-6	-4	-3	-7	110	-7	-4
CSc1nnc(CNS(=O)(=O)c2ccc(F)cc2)n1C	1.3	-3	-1	3	-2	-10	97	-2	7
Cc1ccc2nc(C(=O)O)c(C(=O)O)nc2c1	2.6	2	0	-9	0	0	92	2	1
CCC(=O)N1CCc2cc(S(=O)(=O)CCC(=O)Nc3ccc(F)c(F)c3)ccc21	-0.8	22	9	-4	-2	3	88	-3	-11
COc1ccc2[nH]c(=O)c(CN(C(=O)C(C)C)c3ccccc3OC)cc2c1	2.4	-20	-10	-1	-3	5	110	-4	4
CN1C(=O)/C(=C\c2ccncc2)SC1=Nc1ccccc1	1.9	-3	3	3	-1	10	112	1	2
Other records.
SMILES	PP5 primary	GASC-1 inh	EBNA-1 inhibitor	CTSL1 counter	TPT1 inh	ZTA DNA inh	CR mimetic SO	PP1 counter	HCV core dimer
NS(=O)(=O)c1ccc(CCNC(=O)C2CCC(CNS(=O)(=O)c3ccc(Br)s3)CC2)cc1 (centres undefined)	3.7	-13	59*	-1	-3	-13	109	-2	-4
Cc1ccc(C(=O)Nc2ccncc2)o1	2.1	-1	-7	0	-1	-7	100	-1	-4
CCOC(=O)c1ccc(N2C(=O)C(CC(=O)NC)N(CCc3ccc(OC)c(OC)c3)C2=S)cc1 (centres undefined)	1.7	-18	4	3	2	5	99	4	1
CC1CC(C)CN(S(=O)(=O)c2ccc3c(c2)CCN3C(=O)CCC(=O)O)C1 (centres undefined)	3.1	-4	-9	-2	4	-6	109	1	-5
CCOC(=O)c1oc2ccccc2c1NC(=O)CN1CCOCC1	-2.1	-29	-1	1	-2	-3	96	-2	6

Compound activity (PubChem BioAssay)
